Tn7 DDE FP = disrupts Tn7 cyclic peptide binding to fibrin D-Dimer-E complex; AID 720508; P02675; inhibition, % at 8.3 µM; 370,000 compounds, 0.13% hits; FP displacement of FITC-Tn7 peptide from fibrin DD(E); 0% = median of compound wells per plate;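 active = inhibition above the mean of compounds falling within the control limits plus 3 SD of them, cut at about 14% in these data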;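 note: 0% = plate median of compound wells and 100% = 10 µM Aha-Tn7 peptide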
Target sequence (P02675 whole entry, looked up): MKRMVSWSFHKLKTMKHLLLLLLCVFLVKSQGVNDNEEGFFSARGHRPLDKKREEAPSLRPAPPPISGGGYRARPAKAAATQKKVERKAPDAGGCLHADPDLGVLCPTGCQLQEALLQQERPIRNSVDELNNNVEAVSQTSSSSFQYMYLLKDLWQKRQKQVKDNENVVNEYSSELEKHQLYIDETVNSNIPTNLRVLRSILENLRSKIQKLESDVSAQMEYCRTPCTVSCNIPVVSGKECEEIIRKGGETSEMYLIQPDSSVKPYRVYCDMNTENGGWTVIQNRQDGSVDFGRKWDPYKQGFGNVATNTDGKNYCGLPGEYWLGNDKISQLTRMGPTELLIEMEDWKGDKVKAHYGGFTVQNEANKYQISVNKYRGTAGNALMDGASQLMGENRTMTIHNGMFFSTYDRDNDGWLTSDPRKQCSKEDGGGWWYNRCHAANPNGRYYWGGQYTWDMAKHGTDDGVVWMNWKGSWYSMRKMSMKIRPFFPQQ
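system = human fibrin DD(E) protein | quantity = DD(E) 2 µM final | medium = Tris/NaCl/CaCl2 buffer, pH 7.8 | also added = labelled Tn7 tracer, 0.1 µM | compound dosing = single point at 8.3 µM | timing = compound with protein 10 min, then 3 h after probe, room temperature | signal = FP measurement | benchmarks = Aha-Tn7 high control | repeats = one replicate per compound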
PLCb3 inh = blocks human PLC-beta3 enzyme activity. Q01970. Purified PLC-beta3, fluorogenic substrate, fluorescence. inhibition, % at 12.2 µM. 370,000 compounds, 0.18% hits. AID 720704; in the data active = inhibition above about 11%;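 note: 0% = median of compound wells on plate and 100% = full blocker control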
ARFGAP1 inhibitor = inhibits rat ARF GTPase activating protein 1; AID 651572; Arfgap1-stimulated ARF1 GTP hydrolysis, GDP FP detection; 360,000 compounds, 0.26% hits; inhibition, % at 16.5 µM;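 active = inhibition above a per-plate limit, mean inhibition of low control wells plus 3 SD, cut at about 25% in these data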;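 note: 0% = DMSO wells with enzyme and 100% = wells lacking Arfgap1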
Target sequence (Q62848 1-136 limits assumed): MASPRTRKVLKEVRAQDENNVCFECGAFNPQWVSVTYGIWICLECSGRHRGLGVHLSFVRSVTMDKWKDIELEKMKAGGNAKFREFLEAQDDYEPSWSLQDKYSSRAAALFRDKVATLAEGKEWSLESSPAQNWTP
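system = rat Arfgap1 catalytic domain, aa 1-136 | technique = FP, GDP Alexa 633 tracer displaced from anti-GDP antibody, 620/688 nm | compound = one concentration, 16.5 µM, DMSO 1.26% | medium = HEPES-based buffer, pH 7.5 | timing = compound-enzyme preincubation 20 min, reaction 120 min, detection 60 min, 25 °C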
HGIII-sPLA2 inh = Inhibits HGIII-sPLA2 liposome hydrolysis, primary screen; Q9NZ20; QFRET BODIPY PC-A2 liposome hydrolysis, fluorescence; inhibition, % at 12.2 µM; 370,000 compounds, 0.56% hits; AID 743126;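 active = inhibition above mean plus 3 SD of compounds lying within the high and low control bounds, cut at about 19% in these data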;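 note: 0% = median of test compound wells and 100% = no enzyme DMSO wells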
ASAP1 GAP inh = ASAP1 ArfGAP inhibition; Q9ULH1; ASAP1-stimulated ARF1 GTP hydrolysis, GDP FP detection; inhibition, % at 16.5 µM; 360,000 compounds, 0.19% hits; AID 624377; in the data active = inhibition above about 25%;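 note: 0% = vehicle with enzyme and substrate and 100% = no enzyme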
proKLK7 act = proKLK7 (human) activation, primary screen; P49862; purified proKLK7, EDANS-DABCYL substrate fluorescence; 100% is mature enzyme control, 0% vehicle; activation, % at 7 µM; 370,000 compounds, 0.9% hits; AID 652039;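 active = activation above the mean of all tested compounds plus 3 SD, computed per campaign excluding outliers beyond control limits, cut at about 13% in these data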
Target sequence (P49862 whole entry, looked up): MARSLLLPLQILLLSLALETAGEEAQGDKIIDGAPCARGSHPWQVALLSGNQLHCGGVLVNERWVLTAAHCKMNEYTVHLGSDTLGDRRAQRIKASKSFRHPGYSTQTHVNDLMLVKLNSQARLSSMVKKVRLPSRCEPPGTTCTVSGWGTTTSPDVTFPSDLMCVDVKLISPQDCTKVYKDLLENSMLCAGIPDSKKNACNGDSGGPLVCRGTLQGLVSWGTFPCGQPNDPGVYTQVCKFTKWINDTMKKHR
NR1D1 modulator = modulates human Rev-erb alpha binding to DNA | Rev-erbα–FITC-DNA binding, fluorescence polarization, 90 min | activity, % at 10 µM | 370,000 compounds, 0.79% hits | P20393;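 active = activity above about 14%, limit read from the data; passing the limit was not always enough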;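 note: 0% = DMSO wells with 35 nM protein and 100% = DMSO wells with 750 nM protein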
PLC-gamma1 inh = PLC-gamma1 (human) inhibition, primary screen. inhibition, % at 12.2 µM. purified PLC-gamma1, fluorogenic substrate, fluorescence. P19174. 370,000 compounds, 0.84% hits; in the data active = inhibition above about 9.5%
Tn6 DDE FP = DD(E)-Tn6 binding inhibition, primary FP screen | P02675 | Fibrin DD(E) TRITC-Tn6 fluorescence polarization displacement | inhibition, % at 8.3 µM | 370,000 compounds, 0.21% hits;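 active = inhibition above a per-campaign cutoff: mean of compounds within control limits plus 3 SD, cut at about 15% in these data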;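 note: 0% = median of all compound wells on the plate and 100% = blocking peptide control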
UHRF1 MBD2 ctr = blocks human UHRF1 binding to methylated DNA; AID 687016; Q96T88; inhibition, % at 4.4 µM; 370,000 compounds, 0.75% hits; UHRF1 binding to methylated oligo, TR-FRET; in the data active = inhibition above about 21%;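 note: UHRF1 SRA domain binding a hemimethylated CpG hairpin DNA probe; 0% = median of test compound wells and 100% = reference inhibitor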
An asterisk follows results filed as active; x = not tested or not shown.

SMILES	Tn7 DDE FP	PLCb3 inh	ARFGAP1 inhibitor	HGIII-sPLA2 inh	ASAP1 GAP inh	proKLK7 act	NR1D1 modulator	PLC-gamma1 inh	Tn6 DDE FP	UHRF1 MBD2 ctr
COc1ccc(C(=O)NNC(=S)NC(=O)c2ccc(Br)o2)cc1OC	-1	-9	2	19	8	0.1	-4	-2	-6	2
CN1C[C@@H]2[C@@H]3C(=O)N(Cc4ccccc4)C(=O)[C@@H]3[C@](C)(C1=O)N2C(=O)c1ccc(Br)cc1	5	2	-13	-2	-10	-0.1	0	0	-2	-2
Cc1ccc(C(=O)NNC2CC(=O)N(c3ccc4c(c3)OCCO4)C2=O)cc1 (centres undefined)	0	-2	8	-4	10	-0.3	3	-1	-6	1
CN(CC(=O)Nc1ccc(Cl)cc1)C(=O)COc1ncnc2ccccc12	9	-12	3	1	-3	0.1	-2	0	-7	17
COC(=O)c1cccc(S(=O)(=O)N2CCC(c3nc4ccccc4o3)CC2)c1	2	0	3	-69	-10	-0.2	0	-1	-5	-2
Cc1cc(C)n(/N=C/c2ccccc2O)c(=O)c1	-1	0	1	-1	4	-0.3	-4	4	-1	1
O=C(NNC(=O)c1nc2ccccc2[nH]1)OCc1ccccc1	3	-2	-1	8	6	0.3	-6	0	-1	-3
Cc1ccc(N(CC(=O)N=Nc2c(O)[nH]c3ccccc23)S(C)(=O)=O)c(C)c1	2	1	-10	-21	5	0.1	2	0	-4	0
CC(=O)c1ccc(NC(=O)CSc2nnc(-c3ccco3)c(-c3ccco3)n2)cc1	-1	-23	-3	-4	-3	-0.4	0	-14	-6	20
CCCc1c(C(=O)Nc2ccc(F)cc2F)cnn1-c1ccccc1	3	-5	4	10	-7	0.3	-1	0	-7	3
C[n+]1ccc2[nH]c3ccccc3c2c1	4	-18	-7	2	-3	0.9	-1	-16	0	-1
O=C(Nc1cccc([N+](=O)[O-])c1)Nc1cnccn1	2	-8	-6	12	-9	-0.1	-1	2	1	4
COc1ccccc1NS(=O)(=O)c1cccc(NC(=O)C2CC2)c1	2	-6	-2	-2	11	0.7	2	1	-2	0
CCOC(=O)c1cnc(SCC(=O)c2ccc(C)cc2)nc1N	3	0	5	-22	7	-0.2	-2	2	5	-3
COc1ccc(S(=O)(=O)N2CCC(NC(=O)c3cccc(F)c3)CC2)cc1	1	-4	12	-7	1	0.3	-2	1	3	0
Cc1cc(C(=O)N2CCCC(C(=O)c3ccc4ccccc4c3)C2)n(C)n1 (centres undefined)	2	-14	-18	-6	0	0.5	11	-11	4	1
CCN(CC(=O)Nc1c(F)cccc1F)C(=O)c1cccc(S(=O)(=O)NCc2ccccc2)c1	1	-6	8	-3	8	0.7	5	3	-2	0
COc1ccc(/C=N/N2CCN(Cc3ccccc3)CC2)cc1	3	-1	-4	-2	13	-0.3	7	3	-3	-2
O=c1ccn([C@@H]2O[C@H](CO)[C@@H](O)[C@H]2O)c(=O)[nH]1	-4	0	x	-3	7	-0.6	-4	2	-5	1
O=C(NN1CCN(Cc2ccccc2Cl)CC1)c1ccc(Cl)cc1	-1	3	-2	3	-5	-0.1	11	0	1	-3
CC(C)(C)Sc1ccc(/C=N/O)cc1[N+](=O)[O-]	1	-4	11	-31	-1	0.4	-1	0	0	-1
CCCCOc1ccc(C(=O)NCC2(c3ccccc3)CCOCC2)cc1	-3	4	-3	-8	-2	0.3	-1	5	-5	6
Cc1ccc(CNC(=O)CCC2CCCN(Cc3cccc4cccnc34)C2)o1 (centres undefined)	3	-10	-12	4	-20	-0.7	0	-7	2	8
Cc1n[nH]c(C)c1S(=O)(=O)N1CCCC(C(=O)O)C1 (centres undefined)	3	-6	-2	6	-5	0.2	-4	0	2	0
COc1ccc(NS(=O)(=O)c2ccc(C)c(C(=O)O)c2)cc1	5	2	4	-1	-3	-0.2	3	-2	2	1
COC(CNC(=O)c1cc(C(=O)c2c(-c3c(Cl)cccc3Cl)noc2C)c[nH]1)OC	5	-5	-2	0	-19	-0.7	-3	3	-7	1
OC(c1ccc(F)cc1)c1ncc(-c2cccc3ccccc23)[nH]1 (centres undefined)	-1	-22	5	5	3	0.3	-3	-14	3	-1
Cc1ccc(NC(=O)CSc2nncn2N)cc1C	-1	2	-2	-2	0	-0.5	1	5	-9	1
O=C(OCc1cn([C@H]2C[C@H](c3ccc(Cl)cc3)N(C(=O)C3CCCCC3)C[C@@H]2O)nn1)c1ccccc1	-2	-1	-2	-2	-1	0.6	-2	0	-6	0
Cc1nonc1CN(C)C(=O)CC1C(=O)NCCN1Cc1ccccc1F (centres undefined)	-2	-14	-17	9	-6	-0.3	-8	-5	0	-1
CCCCCCn1c(CN2CCN(C(=O)OCC)CC2)nc2c1c(=O)n(C)c(=O)n2C	0	7	-4	5	-7	0.5	8	5	1	0
Cc1ccc(S(=O)(=O)Nc2ncccn2)cc1	-6	1	6	1	9	0.8	9	2	2	0
COc1cc(OC)c(NC(=O)c2ccc(F)cc2)cc1Cl	-2	-1	-8	2	-3	0.4	2	3	-4	-1
Cn1c(=O)c2c(nc(NCCNC(=O)c3ccco3)n2Cc2ccc(F)cc2)n(C)c1=O	1	0	8	-2	3	0.2	4	3	-1	2
CCC1=NN(C(=O)C(=O)NCCc2ccccc2)C(O)(C(F)(F)F)C1 (centres undefined)	7	-1	-1	1	-15	0.2	6	-1	10	-3
COC(=O)c1[nH]c2cc(C)ccc2c1NC(=O)CN1CCN(C(=O)c2ccco2)CC1	1	-29	1	1	-15	-0.9	-2	-19	-3	-1
O=C1C2C3c4ccccc4C(c4ccccc43)C2C(=O)N1c1cccc2cccnc12 (centres undefined)	-3	1	-14	-9	13	-0.1	5	3	-2	-3
C#Cc1ccc(NC(=O)C2(C)CCN2C(=O)Cc2ccc(-c3ccccc3)cc2)cc1 (centres undefined)	-7	2	2	-14	4	0.5	4	-3	-2	0
COCCCNC(=S)N1CCN(c2nc(-c3ccc(Cl)cc3)cs2)CC1	11	-4	15	9	0	0.0	1	0	0	0
COc1c2c(c(OC)c3ccccc13)[C@@]1(OC2)O[C@H](CCO)C[C@H](O)[C@H]1O	7	2	6	2	0	-13	-3	2	5	-1
CSc1nc2sc3c(c2c(=O)[nH]1)CCc1ccccc1-3	1	-3	-4	10	-15	0.6	2	-4	-1	6
Cc1cc(NC(=O)C23CC4CC(CC(C4)C2)C3)n[nH]1	-1	2	9	3	-2	0.2	2	1	-9	-1
COc1cccc(-n2c(SCC(=O)NC3CC3)nc3ccccc3c2=O)c1	-15	2	1	-1	2	0.1	-7	-3	0	0
CCN1CCc2c(C#N)c(N3CCOCC3)nc(N3CCOCC3)c2C1	3	-78	-4	0	-5	3.0	0	-64	-3	-1
COc1ccc(C)cc1NC(=O)C1CCN(S(=O)(=O)c2cccc3nonc23)CC1	-1	-10	-2	5	6	0.8	-5	-3	-3	-1
COCc1cccc(C2=CC(=O)C[C@H](c3ccc(OC)cc3)C2)c1	2	-1	-7	1	-2	0.6	-5	-2	4	-2
CC(=O)c1cc(CN2CCN(CC=C(C)C)C(CCO)C2)cs1 (centres undefined)	-2	-5	1	-3	-11	-0.2	0	2	2	0
CN(C(=O)OCc1ccccc1)C(CC(N)=O)C(=O)O (centres undefined)	10	3	6	1	9	0.1	-7	0	2	1
COc1ccc(C(=O)C2CCCN(C(=O)CCC3=NNC(=O)CC3)C2)c(C)c1 (centres undefined)	0	-1	0	-2	9	0.5	0	0	-3	-4
CC(=O)c1cc(C#N)c(SCC(=O)C(C)(C)C)nc1C	8	-17	0	-4	7	0.3	1	-11	-4	-5
CC(=O)Nc1ccc(NC(=O)C(C)Oc2ccc(Cl)cc2Cl)cc1 (centres undefined)	6	-3	-4	1	11	0.3	5	-2	7	0
Clc1nccnc1-c1ccccc1	-8	3	-1	6	-3	-0.3	0	4	3	7
CC(C)CC1C(=O)N(Cc2cn(CCC3OCCCO3)nn2)CCS(=O)(=O)N1Cc1ccc(-c2ccccc2)cc1 (centres undefined)	-3	3	11	3	-10	-0.7	-9	4	-1	1
O=C(NCc1ccccc1)[C@H]1CCCN1C(=O)[C@H]1CCCN1C(=O)c1ccccc1	2	0	-4	16	-7	-0.2	-3	3	-9	1
Cc1ccccc1N(C(=O)c1snc(C(N)=O)c1N)C(C(=O)NCC1CCCO1)c1ccc(N(C)C)cc1 (centres undefined)	-1	-11	-2	6	-1	3.1	10	-4	-6	0
CSc1nsc(/C=C/Nc2ccc(O)cc2C)c1C#N	0	-102	12	-20	-3	-1.6	-3	-76	13	-3
O=C(COc1ccc(Cl)cc1Cl)Nc1ccc(S(=O)(=O)NC2=NCCCCC2)cc1	0	0	2	0	4	0.1	0	3	5	0
O=C(c1cc(COc2ccc(F)cc2F)on1)N1CCOCC1	3	-9	10	2	9	0.1	-3	-1	-1	0
NC(=O)c1ccsc1NC(=O)CCS(=O)(=O)c1ccc(Cl)cc1	0	-8	12	-2	3	0.3	-5	-3	3	-1
CCO[C@@H]1OC(C(=O)NCc2ccccc2)=C[C@H](C)[C@H]1CCCO	1	4	-5	6	0	0.3	1	1	-3	-1
(list continues)
SMILES	Tn7 DDE FP	PLCb3 inh	ARFGAP1 inhibitor	HGIII-sPLA2 inh	ASAP1 GAP inh	proKLK7 act	NR1D1 modulator	PLC-gamma1 inh	Tn6 DDE FP	UHRF1 MBD2 ctr
CCCCCC1=NN2C(=O)CC(=O)N=C2S1	3	-4	-9	-6	2	0.2	0	-2	2	0
OCC1(Cc2ccccc2C(F)(F)F)CCN(Cc2ccc3c(c2)CCO3)CC1	1	4	3	-6	8	0.3	3	3	0	0
Cc1cccc(OCC(=O)Nc2ncn[nH]2)c1C	-6	-6	1	6	-14	0.6	-2	0	-7	1
Cc1ccc2c(CC(=O)OC3CCOC3=O)coc2c1 (centres undefined)	-4	-6	-5	-4	-1	0.0	-5	1	-7	3
O=C1OC(c2ccc(Br)cc2)=N/C1=C\N1CCCCC1	5	1	1	2	16	-0.8	-13	2	0	0
COc1ccccc1N1C(=O)C(Cl)=C(N2CCCC2)C1=O	-2	-13	5	-4	3	-0.5	-2	-7	0	-1

Record cards, from the list above. Order of values: Tn7 DDE FP, PLCb3 inh, ARFGAP1 inhibitor, HGIII-sPLA2 inh, ASAP1 GAP inh, proKLK7 act, NR1D1 modulator, PLC-gamma1 inh, Tn6 DDE FP, UHRF1 MBD2 ctr
`CCCCCC1=NN2C(=O)CC(=O)N=C2S1` across the screens: 3, -4, -9, -6, 2, 0.2, 0, -2, 2, 0
`OCC1(Cc2ccccc2C(F)(F)F)CCN(Cc2ccc3c(c2)CCO3)CC1` across the screens: 1, 4, 3, -6, 8, 0.3, 3, 3, 0, 0
`COc1ccccc1N1C(=O)C(Cl)=C(N2CCCC2)C1=O` across the screens: -2, -13, 5, -4, 3, -0.5, -2, -7, 0, -1
`Cc1ccc2c(CC(=O)OC3CCOC3=O)coc2c1` (centres undefined) across the screens: -4, -6, -5, -4, -1, 0.0, -5, 1, -7, 3

Screening results (PubChem BioAssay)
